Source: PubChem
PKA-R2B act: activators of human PKA-R2B complex | AID 504700 | PKA-R2B holoenzyme dissociation, Cy5-IP20 fluorescence polarization; R2B truncated from residue 108, S112A mutant; 0% DMSO only, 100% 113 µM cGMP | activation, % at 11.4 µM | 340,000 tested, 0.079% active | P22694+P31323;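 active = activation above a cutoff set at the mean over all compounds plus 3 SD, cut at about 18% in these data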;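 also: higher means more holoenzyme dissociation and a rise in polarization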
DAGLB inh: diacylglycerol lipase beta (human) inhibition; Q8NCG7; HEK293T DAGLB membrane lysate, EnzChek fluorogenic substrate; inhibition, % at 5.17 µM; 340,000 tested, 0.059% active; in the data active = inhibition above about 34%;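 also: 0% = enzyme with vehicle and 100% = wells lacking enzyme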
Cardiac RTF inh: cardiac RTF calcium desensitization. IANBD-labeled cardiac RTF, Ca2+ fluorescence. 340,000 tested, 0.12% active. inhibition, % at 7.15 µM. P19429+P45379;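 active = inhibition above the mean inhibition of all tested compounds plus 3 SD, cut at about 17% in these data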;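 also: assay run at fixed EC70 calcium of 1.6 mM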
C-LANA FP: blocks KSHV LANA C-terminal domain binding to DNA | MBP-C-LANA/FAM-LBS DNA binding, fluorescence polarization | inhibition, % at 9 µM | 340,000 tested, 0.078% active | AID 504423;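 active = highest replicate inhibition at or above 60% at 9 µM, even if other replicates fall short; inactive = all replicates below 60% inhibition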;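 also: 0% = neutral control wells and 100% = 4 µM acridine orange control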
SR-BI DiI-HDL act: enhances SR-BI lipid uptake from DiI-HDL | AID 504775 | activation, % at 12.5 µM | CHO ldlA[mSR-BI] cells, DiI-HDL uptake fluorescence, 3 h; 100 = double the neutral-control signal | 320,000 tested, 0.096% active;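 active = mean replicate activation of at least 60% and every replicate at or above 60%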;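 also: 0% = median plate neutral-control signal and 100% = twice that signal; values of inactives mirror those of a sister screen read the other way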
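System: CHO ldlA[mSR-BI] cells / Medium: HEPES-buffered (25 mM, pH 7.4) F12 plus 0.5% BSA / Probe or stimulus: labelled HDL, 10 µg/mL / Doses: single compound concentration, delivered by pin transfer / Schedule: 3 h, 37 °C / Measured by: DiI fluorescence, bottom read / Measure: cell-associated DiI fluorescence as measure of HDL uptake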
Keap1 Nrf2 FP: disrupts human Keap1 binding to Nrf2 peptide | Q14145 | Keap1 Kelch-Nrf2 peptide fluorescence polarization, 1536-well | inhibition, % at 9.4 µM | 340,000 tested, 0.15% active | AID 504523; in the data active = inhibition above about 12%;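 also: human Keap1 Kelch domain with fluorescein labeled Nrf2 9mer peptide probe; 0% = neutral control wells and 100% = peptide positive control; higher means more block of Keap1 binding to Nrf2 peptide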
Target sequence (Q14145 whole entry, looked up, the tested form may be a part): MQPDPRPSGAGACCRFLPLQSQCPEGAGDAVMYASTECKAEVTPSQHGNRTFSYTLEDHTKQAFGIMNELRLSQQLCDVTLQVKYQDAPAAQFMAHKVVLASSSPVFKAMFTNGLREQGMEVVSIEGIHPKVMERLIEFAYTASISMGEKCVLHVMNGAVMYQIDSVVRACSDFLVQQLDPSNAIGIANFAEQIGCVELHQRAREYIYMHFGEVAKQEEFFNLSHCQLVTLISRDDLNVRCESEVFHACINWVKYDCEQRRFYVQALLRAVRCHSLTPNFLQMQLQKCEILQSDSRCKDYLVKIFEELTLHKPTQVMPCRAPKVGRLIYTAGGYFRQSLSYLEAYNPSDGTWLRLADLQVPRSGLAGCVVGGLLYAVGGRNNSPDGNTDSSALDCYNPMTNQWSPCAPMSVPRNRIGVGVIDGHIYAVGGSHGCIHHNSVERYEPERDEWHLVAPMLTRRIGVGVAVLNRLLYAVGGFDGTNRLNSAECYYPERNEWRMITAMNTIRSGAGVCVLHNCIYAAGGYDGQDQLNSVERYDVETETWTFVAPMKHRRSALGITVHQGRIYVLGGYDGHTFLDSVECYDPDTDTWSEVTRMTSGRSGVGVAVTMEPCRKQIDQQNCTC
PvdQ inh: P. aeruginosa PvdQ acylase inhibition; purified PvdQ acylase, fluorescence plate reader; inhibition, % at 10 µM; 340,000 tested, 0.063% active; in the data active = inhibition above about 30%, passing the limit was not always enough;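 also: 0% = vehicle neutral wells and 100% = reference inhibitor wells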
Arr AP2 block: blocks beta-arrestin peptide binding to AP2 adaptin; FITC-arrestin peptide / GST-AP2 beads, flow cytometry; AP2 beta2 appendage carries R879A mutation; inhibition, % at 10 µM; 340,000 tested, 0.31% active;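 active = inhibition above a set limit, near 3 SD of compounds lacking own fluorescence, cut at about 54% in these data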;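 also: plate controls were DMSO wells for no effect and 5 µM unlabelled arrestin peptide for full effect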
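test system = AP2 appendage R879A on GSH beads | buffer or medium = PBS plus Tween 20 (0.05%) and BSA (0.1%) | incubation = 12 min plus 1 h, RT | detection = bead flow cytometry, FITC channel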
SR-BI DiI inh: inhibitors of mouse SR-BI mediated HDL lipid uptake | Q61009 | ldlA[mSR-BI] CHO cells, DiI-HDL uptake fluorescence, 3 h | inhibition, % at 12.5 µM | 320,000 tested, 0.96% active | AID 488896;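 active = mean replicate inhibition of at least 70% and a set share of replicates each scoring 70 or more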;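 also: 0% = median of neutral control wells and 100% = median of positive control wells; values of inactives mirror those of a sister screen read the other way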
NSD2 inh: NSD2 (human) methyltransferase inhibition | O96028 | NSD2 peptide methylation, AlphaScreen, 120 min | inhibition, % at 12.5 µM | 310,000 tested, 0.54% active | AID 743445; in the data active = inhibition above about 50%
Active calls of the source: *; . = no result given.

Compound,PKA-R2B act,DAGLB inh,Arr AP2 block,C-LANA FP,Cardiac RTF inh,SR-BI DiI inh,NSD2 inh,PvdQ inh,Keap1 Nrf2 FP,SR-BI DiI-HDL act
CCCCOc1ccc(/C=C/C2=CC(C)(C)NC(=S)N2)cc1OCC,-2,-3,4,-0.2,-10,89*,1,-12,-6,-89
Fc1ccc(C2=CC(c3cccs3)n3nnnc3N2)cc1 (centres undefined),-1,-2,9,8.8,-5,8,7,-13,1,-8
Cc1cc(C(=O)N/N=C/c2ccc(N3CCOCC3)cc2)c(C)o1,7,-1,15,1.2,-4,9,1,5,-4,-9
CC(C)COC(=O)Nc1nnc(Cc2ccccc2)s1,-2,3,-2,-0.9,-15,0,-4,-12,-1,0
O=C(c1ccco1)N1CCN(c2ccccc2F)CC1,-4,-1,-5,1.8,-6,-25,2,1,0,25
O=C(COC(=O)c1ccc2c(c1)OCCO2)NC1CCCCC1,-3,0,41,-0.6,0,-22,1,4,-1,22
Cc1ccc2[nH]cc(C(=O)CN3CCN(c4ccccn4)CC3)c2c1,-2,-1,26,0.1,1,-16,.,24,4,16
Cc1onc(-c2c(Cl)cccc2Cl)c1C(=O)O/N=C(\C#N)c1ccccc1,-10,-3,3,-0.7,3,-21,-2,-25,-3,21
COc1cc(-c2nnc(CSc3nnc4nc(C)cc(C)n34)o2)cc(OC)c1OC,-2,1,8,-0.2,0,-9,1,1,2,9
COc1cc(OC)c(C2=NOC(C(=O)O)C2)cc1Cl (centres undefined),-5,3,-2,-1.3,-2,2,0,-9,-2,-2
OCCN1CN=C(Nc2nc3ccccc3o2)NC1,2,-3,-2,0.2,-4,-8,1,-7,-3,8
CCCCOc1ccc(CSc2n[nH]c(C)n2)cc1,0,-1,-1,0.2,0,-11,0,-7,2,11
COc1ccc(-n2c(=O)c3c4c(sc3n(CC(=O)Nc3cc(C)[nH]n3)c2=O)CCCC4)c(OC)c1,-4,-1,-4,-0.6,3,-26,0,8,-5,26
COc1ccc(NC(=O)CS(=O)CC(=O)NCC2OCCc3ccccc32)cc1 (centres undefined),3,1,13,-1.4,1,-21,-3,3,4,21
CCOc1cc2[nH]c(=S)n(CCC(=O)NCc3ccco3)c(=O)c2cc1OCC,-7,0,-16,0.0,-6,-4,.,21,-3,4
CCOC(=O)CC1CCCCN1C(=O)c1cc(COc2cccc3cnccc23)on1 (centres undefined),2,1,8,0.8,-14,19,14,-9,-4,-19
CCOc1ccc(-c2[nH]ncc2Oc2ccccc2OC)c(O)c1,-10,-2,-5,1.3,-14,36,3,-9,1,-36
CCOC(=O)C(NC(=O)CCl)(Nc1sc(C)c(CC)c1C#N)C(F)(F)F (centres undefined),8,-2,8,-0.8,2,-7,4,5,-1,7
O=C(N/C(=C\c1ccc([N+](=O)[O-])cc1)C(=O)N1CCCCC1)c1ccccc1,1,-2,40,0.7,9,11,-1,-3,0,-11
CCCCC[C@H](O)/C=C/[C@H]1CCC(=O)[C@@H]1CCCCCCC(=O)N1CCCCC1CO (some centres undefined),0,-2,0,2.2,-7,8,1,-14,0,-8
CCOC(=O)c1c(NC(=O)CSc2n[nH]c(CNc3ccccc3)n2)sc(C)c1C,6,-1,10,1.0,-3,7,0,2,-1,-7
COc1cc(NC(=O)COC(=O)CNC(=O)c2ccc(C)cc2)c(C)cc1[N+](=O)[O-],-7,-2,21,-0.2,4,-22,59*,0,-3,22
CC1(C)CC(Cc2nc(=S)[nH][nH]2)C(=O)O1 (centres undefined),11,0,-18,0.9,-1,6,-1,-11,-6,-6
CCn1c(SCC(=O)N/N=C/c2ccccc2OCC(=O)O)nnc1-c1ccc(OC)cc1,-6,0,11,0.7,-5,-23,-3,22,0,23
CCN1CCN(S(=O)(=O)c2ccc(Cl)c(C(=O)N(C)Cc3cccs3)c2)CC1,-8,1,9,-2.0,-2,7,2,-2,5,-7
Cc1c(NC(=O)c2ccc(NS(=O)(=O)c3ccc(F)c(F)c3)cc2)c(=O)n(-c2ccccc2)n1C,-1,-1,32,0.4,7,-1,0,-2,0,1
Cc1ccc(NC(=O)COC(=O)CCNS(=O)(=O)c2ccc(C)c(C)c2)cc1,-14,-2,17,0.9,1,-7,-1,5,3,7
Cc1cc(C(F)(F)F)n2nc(-c3sccc3-n3cccc3)cc2n1,3,-3,8,-1.1,-1,12,2,-7,0,-12
CCN1CCN(C(=O)c2oc(=O)c3ccccc3c2-c2ccc(C)cc2)CC1,5,-1,-3,3.8,-6,5,.,6,2,-5
CCOc1ccc(C(C)NC(=O)c2cccnc2OCC)cc1OCC (centres undefined),8,-1,5,-0.1,-14,-12,0,-14,-5,12
Clc1ccccc1-c1nnc2sc(CCc3ccccc3)nn12,-5,4,8,-2.4,-10,-10,8,-9,-1,10
COc1ccc(-n2nc(C(=O)NCC(=O)N3CCC(C)CC3)c3ccccc3c2=O)c(OC)c1,-12,-1,-2,-0.3,-6,-4,7,-10,-5,4
O=C(O)CC1Cc2ccccc2C1C(=O)O (centres undefined),10,0,-4,1.1,-16,-2,0,-10,-1,2
COc1ccc(C(=O)COC(=O)c2sc(C)nc2C)cc1OC,3,-1,15,0.8,-5,26,-1,5,-2,-26
COc1ccc(Cn2nnnc2CN(Cc2cc3ccc(C)cc3[nH]c2=O)C2CCCC2)cc1,-7,5,1,0.0,-4,-4,.,-7,-3,4
O=[N+]([O-])c1ccc(Sc2n[nH]c(-c3ccccc3)n2)nc1,-9,2,1,-1.7,-5,2,1,-4,-3,-2
COc1ccc(CC(=O)Nc2ccc(-c3cn4ccc(C)cc4n3)cc2)cc1,-6,0,16,-1.7,2,83*,5,3,0,-83
COc1ccc(C(=O)O)cc1S(=O)(=O)Nc1ccccc1-c1ccccc1,-1,-2,21,1.6,-10,-14,-1,4,0,14
COc1ccccc1/C=N/Nc1nccnc1Cl,-5,0,37,-1.2,-5,9,.,2,-1,-9
CCN1CCN(S(=O)(=O)c2ccc(Cl)c(C(=O)Nc3nnc(C)s3)c2)CC1,-1,-3,29,-0.8,-2,-32,1,1,-1,32
Cc1ccc(Cl)cc1NC(=O)c1cnn2c1NC(c1ccco1)CC2C(F)(F)F (centres undefined),9,-1,10,-0.5,-20,19,3,-14,-3,-19
COc1cc(/C=C2\SC(=S)N(C(C(=O)O)c3ccccc3)C2=O)cc(OC)c1OC (centres undefined),-2,5,6,-0.6,28*,-17,9,6,0,17
Cc1ccc(C)c(NC(=O)C(Sc2nncn2C)c2ccccc2)c1 (centres undefined),1,0,23,1.2,-1,-2,-3,0,-1,2
O=c1c2ccccc2nc2n1CC/C2=C\N1CCN(c2ccc([N+](=O)[O-])cc2)CC1,-6,-1,7,-2.2,-12,.,.,4,2,.
CCOC(=O)C1CCCN(C2=NC(=O)/C(=C/c3ccc(OC)cc3OC)S2)C1 (centres undefined),-3,3,-5,0.6,-3,18,9,-13,-1,-18
COC(=O)c1ccccc1OCCOCCOc1cccc2cccnc12,-2,-2,-9,0.9,-18,2,-1,-10,-3,-2
CCOc1ccccc1CN1CCN(Cc2nc3c(s2)CCCC3)CC1CCO (centres undefined),-5,-3,22,-0.3,7,6,2,4,-1,-6
COCCNC(=O)c1cccc(OC2CCN(Cc3ccccc3OC(F)F)CC2)c1,-4,-3,-7,1.5,-6,18,3,-20,-2,-18
O=C(CCc1ccccc1)Nc1ccccc1C(=O)NCc1ccco1,5,-1,1,1.2,-24,8,-4,-11,4,-8
CCOC(=O)/C(C#N)=C/Nc1ccccc1OC(F)(F)F,.,.,0,1.1,.,7,-3,-11,0,-7
O=C(CN1C(=O)C2C3CCC(C3)C2C1=O)NCc1ccco1 (centres undefined),-10,0,-46,1.0,-5,-25,-5,-5,-4,25
Clc1ccc(CNc2cnccn2)cc1,-7,-1,1,-1.2,3,-3,17,-8,-2,3
COc1ccc(Cl)cc1NC(=O)Nc1ccc(C(=O)N2CCOCC2)cc1,-3,0,15,-1.3,-3,-24,-2,-1,3,24
Clc1ccc(CN(Cc2ccccc2)C(c2cccs2)c2nnnn2C2CCCC2)cc1 (centres undefined),-4,-22,7,-1.6,-16,6,-7,-5,-5,-6
O=C1Nc2ccccc2C12OCC(COc1ccc(Cl)cc1)O2 (centres undefined),-3,-6,-1,-1.4,2,15,1,-6,-6,-15
COC(=O)c1c(NC(=O)c2ccc(C)o2)sc2c1CCCCC2,10,-8,19,0.1,-7,13,-7,6,-1,-13
CCC(C)N1C(=O)CN(C2CCCCCC2)C(=O)C1c1ccccc1F (centres undefined),-11,-2,-12,0.5,-10,9,-3,-14,0,-9
COc1ccc(C2=Nn3c(nnc3-c3ccccn3)SC2)cc1OC,0,1,-5,0.1,-7,4,-1,-11,-3,-4
CCC(CC)c1nnc(NC(=O)CCCN2C(=O)c3ccccc3C2=O)s1,4,5,-6,3.5,0,-10,-7,-11,4,10
CCc1ccc(CNC(=O)CN2C(=O)COc3ccccc32)cc1,2,0,8,1.1,-3,5,0,-8,-4,-5
COc1ccc(C(CNC(=O)CSc2ccc(Br)cc2)N2CCOCC2)cc1 (centres undefined),-8,1,22,-0.7,6,-26,-1,8,0,26
NC(=O)Nc1ccc(C(=O)OCC(=O)NCc2ccc3c(c2)OCO3)cc1,-1,-4,-11,-1.8,0,-12,0,0,-1,12
COc1ccc(CNc2cccc3[nH]c(C(F)(F)F)nc23)cc1OC,-4,2,12,0.8,-9,34,0,-15,-5,-34
